Neddylation inh = inhibitors of cullin neddylation, primary screen, biochemical, TR-FRET, uHTS, NAE and Ubc12; NEDD8-conjugating enzyme Ubc12 (Homo sapiens) + NEDD8-activating enzyme E1 regulatory …; calls only at 25 µM; actives 0.58% (n = 360,000); in the data active = inhibition above about 36%
E coli Lon inh = inhibitors of E. coli Lon protease, primary screen, biochemical, fluorescence polarization | purified E. coli Lon protease | inhibition, % at 7.94 µM | actives 0.42% (n = 360,000) | AID 602123, 2011; in the data active = inhibition above about 13%, passing the limit was not always enough;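 also: 0% = enzyme with probe and DMSO and 100% = no enzyme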
Target sequence (P0A9M0 whole entry, looked up): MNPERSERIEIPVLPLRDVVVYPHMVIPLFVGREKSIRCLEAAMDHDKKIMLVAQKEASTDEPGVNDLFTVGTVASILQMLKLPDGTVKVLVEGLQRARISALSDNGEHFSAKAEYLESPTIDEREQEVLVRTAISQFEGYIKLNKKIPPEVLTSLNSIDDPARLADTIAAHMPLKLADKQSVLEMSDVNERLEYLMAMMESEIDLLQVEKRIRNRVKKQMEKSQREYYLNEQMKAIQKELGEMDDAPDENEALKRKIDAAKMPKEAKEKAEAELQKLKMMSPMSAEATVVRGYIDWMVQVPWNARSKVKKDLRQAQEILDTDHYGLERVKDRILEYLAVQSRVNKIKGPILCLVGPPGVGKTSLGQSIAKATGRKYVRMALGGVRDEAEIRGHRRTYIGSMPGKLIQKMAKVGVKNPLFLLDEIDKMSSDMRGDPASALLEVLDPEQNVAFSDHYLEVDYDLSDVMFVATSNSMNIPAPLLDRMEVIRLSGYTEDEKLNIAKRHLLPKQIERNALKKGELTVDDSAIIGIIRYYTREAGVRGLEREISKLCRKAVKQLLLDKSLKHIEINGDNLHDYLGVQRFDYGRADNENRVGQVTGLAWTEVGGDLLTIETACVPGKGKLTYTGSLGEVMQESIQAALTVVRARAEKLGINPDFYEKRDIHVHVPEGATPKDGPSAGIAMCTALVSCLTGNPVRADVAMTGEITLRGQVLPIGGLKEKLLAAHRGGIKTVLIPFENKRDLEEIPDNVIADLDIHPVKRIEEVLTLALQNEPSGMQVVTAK
bovine MsrA act = bovine MsrA enzyme activators, primary screen, biochemical, absorbance, HTS; Methionine sulfoxide reductase A (Bos taurus); purified bovine MsrA, absorbance read-out; activation, % at 10.6 µM; actives 0.3% (n = 360,000); in the data active = activation above about 7.5%;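 also: 0% = vehicle and 100% = reference activator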
Rin1-Abl PPI inh = inhibitors of Rin1-Abl protein binding, primary screen, biochemical, TR-FRET; Tyrosine-protein kinase ABL1 (Homo sapiens) + Ras and Rab interactor 1 (Homo sapiens), …; inhibition, % at 7.35 µM; actives 0.4% (n = 360,000); AID 588664, 2011; in the data active = inhibition above about 5%, passing the limit was not always enough
MsrA inh = bovine MsrA enzyme inhibitors, primary screen, biochemical, absorbance, HTS | purified bovine MsrA, absorbance read-out | Methionine sulfoxide reductase A (Bos taurus) | actives 0.75% (n = 360,000) | inhibition, % at 15.5 µM; in the data active = inhibition above about 4.5%;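 also: 0% = vehicle wells with enzyme and 100% = reference inhibitor wells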
CSN inh = inhibitors of CSN-mediated cullin deneddylation, primary screen, biochemical, fluorescence polarization, uHTS. actives 0.38% (n = 360,000). Purified CSN, SCF-Nedd8-OG deneddylation. inhibition, % at 12.5 µM;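 active = pattern-corrected inhibition above about 35%, with an unprinted fluorescence ratio check between 0.5 and 1.5, limit read from the data, passing the limit was not always enough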;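 also: 0% = enzyme with substrate and 100% = substrate without enzyme; some results filed as inactive read as strong as hits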
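Test system: Human Csn5 produced in HEK293T cells | Compound: 12.5 µM single point | Times: 90 min, room temperature | Signal: Fluorescence polarization readout | Read-out basis: % inhibition of substrate cleavage by Csn5 | Controls: no-enzyme wells high, enzyme-with-substrate wells low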
FAS TE block = FAS thioesterase domain inhibitors, primary screen, biochemical, fluorescence intensity, uHTS; recombinant FAS-TE, OMFH fluorogenic substrate, fluorescence endpoint; inhibition, % at 15 µM; actives 0.67% (n = 360,000); AID 602261, 2012;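 active = compounds whose normalised, plate-corrected inhibition of enzyme fluorescence in the single-dose primary screen is 50% or more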;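 also: 0% = DMSO with enzyme and 100% = substrate without enzyme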
TbMetRS inhib = T. brucei MetRS inhibitors, primary screen, biochemical, luminescence | methionyl-tRNA synthetase (Trypanosoma brucei brucei) | purified T. brucei MetRS, ATP depletion, Kinase-Glo luminescence | inhibition, % at 11.9 µM | actives 0.4% (n = 360,000);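 active = inhibition above a per-plate cutoff of the control wells' mean inhibition plus 3 SD, cut at about 5.5% in these data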;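 also: 0% = DMSO wells median and 100% = median of wells with control inhibitor compound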
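Measured by: Kinase-Glo luciferase luminescence reporting remaining unconsumed ATP. Material: purified T. brucei MetRS enzyme. Doses: 11.9 µM compound single dose, 0.9% DMSO. Medium: HEPES buffer containing pyrophosphatase, BSA, spermine, DTT. Times: 15 min preincubation, 2 h reaction, all 25 °C. Reagent: methionine, ATP and bulk E. coli tRNA.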
PABP1 MLLE inh = inhibitors of PABP1 MLLE–PAM2 peptide binding, primary screen, biochemical, fluorescence polarization, FITC-PAM2, GST-MLLE | inhibition, % at 20 µM | actives 0.36% (n = 360,000) | AID 588489, 2011; in the data active = inhibition above about 35%, passing the limit was not always enough;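 also: plate controls were DMSO wells with GST-MLLE for no effect and wells lacking GST-MLLE protein for full effect; some results filed as inactive read as strong as hits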
* hit, by the source's call; i = inactive; / = no result given.

SMILES	Neddylation inh	E coli Lon inh	bovine MsrA act	Rin1-Abl PPI inh	MsrA inh	CSN inh	FAS TE block	TbMetRS inhib	PABP1 MLLE inh
O=c1[nH]c(/C=C/c2ccc([N+](=O)[O-])cc2)c([N+](=O)[O-])c(=O)[nH]1	i	2	-6	-1	5.4*	7	2	0.5	7
CCN(CC)S(=O)(=O)c1ccc(N2CCOCC2)c(NC(=O)CN2C(=O)NC3(CCCC3)C2=O)c1	i	-9	-3	2	-0.6	-5	-8	-0.1	7
O=C(O)C(CCc1ccccn1)c1ccccc1 (stereo not drawn)	i	-2	-6	1	-0.8	-4	-2	-0.1	-3
O=C(CCCCO)CCCCCCCC[C@H]1N[C@H](CO)[C@H](O)[C@@H]1O[C@@H]1O[C@H](CO)[C@@H](O)[C@H](O)[C@H]1O	i	3	-5	0	1.4	-5	-11	-0.2	14
COc1cc(/C=N\NC(=O)c2ccc(Cn3cc(Br)c([N+](=O)[O-])n3)o2)cc(OC)c1O	i	11	6	3	4.5	-12	-10	-0.1	1
COc1ccccc1C(=O)COC(=O)Cn1c(C)csc1=O	i	1	-2	0	-0.6	-5	-3	-0.2	-6
CC1=C(C(=O)N(C(C)C)C(C)C)CC(CC(=O)NCCN2CCOCC2)C(=O)N1Cc1ccc(F)cc1 (stereo not drawn)	i	-4	0	4	-1.9	2	-8	0.1	-8
Cc1ccc(S(=O)(=O)NC2CCCC2)cc1C(N)=O	i	-6	0	-3	-0.1	-3	-5	-0.5	-10
COc1ccc(C(=O)O)cc1S(=O)(=O)NCc1ccncc1	i	5	-12	1	0.8	-2	-3	-0.5	9
CC(C)Cn1c(N)c(C(=O)CSc2nnnn2-c2ccc(Cl)cc2)c(=O)n(C)c1=O	i	-2	-4	0	-0.7	1	-1	-0.9	-20
O=C(CSc1nnc(Cc2cccs2)n1Cc1ccco1)Nc1ccc(Cl)cc1Cl	i	-9	-1	-5	0.1	-1	17	0.0	-11
Cc1ccc(Cc2c[nH]c(=S)s2)cc1	i	10	4	1	-2.2	0	-6	-0.3	22
O=C1C(Cl)=C(NCC2CCCO2)C(=O)N1c1ccccc1 (stereo not drawn)	i	4	-3	-4	-0.5	-2	-6	0.2	9
O=C(Cn1c(=O)c2c(ncn2Cc2ccccc2)n(Cc2ccccc2)c1=O)NC1CC1	i	-3	-1	2	0.1	2	-15	-0.4	-4
CSc1cccc(NC(=O)CCn2c(=O)c3cccn3c3cccnc32)c1	i	8	-2	-5	0.4	-1	11	-0.2	3
COC(=O)CSCC(=O)Nc1cc2c(cc1C(C)=O)OCO2	i	-9	-1	0	0.0	0	-7	-0.3	5
NC(=S)Nc1ncc(C(F)(F)F)cc1Cl	i	-1	-5	2	1.5	-6	0	-0.2	19
COc1cccc(C(NC(C)=O)c2nc(-c3cnc4ccccc4c3)cs2)c1 (stereo not drawn)	i	2	-3	-4	0.8	1	-6	-0.2	3
O=C(Nc1nc(-c2ccc(Cl)cc2)cs1)C1CCCO1 (stereo not drawn)	i	-9	4	3	0.1	-2	14	-0.3	-5
CCOC(=O)C(Cc1ccccc1)NS(=O)(=O)c1ccc(NC(C)=O)cc1 (stereo not drawn)	i	2	-2	-1	0.8	0	-5	0.6	-9

Entries of single compounds from above:
Listed for COc1ccc(C(=O)O)cc1S(=O)(=O)NCc1ccncc1 : Neddylation inh = i; E coli Lon inh = 5; bovine MsrA act = -12; Rin1-Abl PPI inh = 1; MsrA inh = 0.8; CSN inh = -2; FAS TE block = -3; TbMetRS inhib = -0.5; PABP1 MLLE inh = 9
Listed for Cc1ccc(S(=O)(=O)NC2CCCC2)cc1C(N)=O : Neddylation inh = i; E coli Lon inh = -6; bovine MsrA act = 0; Rin1-Abl PPI inh = -3; MsrA inh = -0.1; CSN inh = -3; FAS TE block = -5; TbMetRS inhib = -0.5; PABP1 MLLE inh = -10

Next results follow:
SMILES	Neddylation inh	E coli Lon inh	bovine MsrA act	Rin1-Abl PPI inh	MsrA inh	CSN inh	FAS TE block	TbMetRS inhib	PABP1 MLLE inh
CCOC(=O)c1c(SC)[nH]c2c(Cl)cccc2c1=O	i	9	-4	-3	-0.3	1	-1	-0.1	0
COCCCNC(=O)CC(NS(=O)(=O)c1ccc(C)cc1)c1ccc(OC)cc1 (stereo not drawn)	i	-10	0	-2	2.1	-1	-7	-0.1	0
O=C(Oc1cccc(-n2cnnn2)c1)c1ccccc1	i	10	-1	-3	-1.6	-2	8	-0.8	-1
Cc1ccc(C)c(SCC(=O)NNC(=O)c2ccccc2)c1	i	-3	-3	-1	1.0	-1	1	0.5	13
Cc1ccc(CNC(=O)Cn2nnc(C(=O)Nc3ccc(Br)cc3)c2N)cc1	i	-6	-1	1	-0.6	2	-6	0.3	-4
CCC(=O)N(CCc1ccccc1C)Cc1cc2ccc(C)cc2[nH]c1=O	i	4	-6	-1	0.4	-2	4	-1.1	-1
CC(C)(C)c1cc(NC(=O)c2cc(F)c(F)c(F)c2F)no1	i	1	-1	1	-0.4	-1	-8	0.2	2
CC(=O)c1ccc(S(=O)(=O)N2CCCC2)cc1	i	-2	-5	1	0.4	3	-6	-1.1	2
COc1ccc(CC(=O)Nc2c(C(=O)N3CCN(c4ncccn4)CC3)oc3ccccc23)cc1	i	-4	-3	-3	-0.8	3	1	-0.5	0
Cn1c(=O)n(CCOc2ccc([N+](=O)[O-])cc2)c2ccccc21	i	4	-7	-2	-0.2	-2	16	-0.2	-5
O=C(NC1CCCCC1)c1cc(-c2ccc(F)cc2)on1	i	-5	-3	1	0.3	-2	-4	-0.7	15
CCOc1ccc(CCNS(=O)(=O)c2ccc3c(c2)NC(=O)CO3)cc1OCC	i	2	-1	0	0.4	2	-8	-0.3	12
O=C(NC(=S)Nc1cc(C(F)(F)F)ccc1N1CCOCC1)c1ccc(-c2cccc(Cl)c2)o1	i	-2	-3	0	0.0	8	30	0.3	29
NS(=O)(=O)c1ccc(NC(=O)COC(=O)Cc2ccc(Cl)cc2)cc1	i	-9	-2	1	0.4	1	-1	0.5	-10
COc1cc(N2CCCC2)ccc1C=O	i	-11	-9	4	6.8*	0	-4	0.4	-16
CC(C)CCOc1ccc(C2(C)NC(=O)N(CN3CCOCC3)C2=O)cc1 (stereo not drawn)	i	2	-11	1	/	0	-7	-2.8	13
Cc1cc(C)c(NC(=O)CN(C)C(=O)CCN2C(=O)C3CCCCC3C2=O)c(C)c1 (stereo not drawn)	i	-4	-4	-2	-0.8	-3	-6	-0.2	-1
CCCOc1ccc(C=Nc2ccc(OC)c(S(=O)(=O)N3CCOCC3)c2)c(O)c1	i	1	-11	0	0.3	-3	2	-0.6	3
CNC(=O)CSc1nc2cccnc2n1C1CCCCC1	i	-4	-1	0	0.3	2	-4	0.3	-77
Cc1ccc(C(=O)CSc2nc(-c3ccccc3)cc(=O)[nH]2)cc1	i	7	-3	3	-0.1	-1	8	0.5	-12
COc1ccc(C(=O)NCC(=O)N/N=C/C(C)=C/c2ccco2)cc1OC	i	-8	-13	-4	6.6*	-15	-6	-0.8	-9
CC1Oc2ccccc2C=C1C1/C(=C(/O)c2ccccc2)C(=O)C(=O)N1CCCN(C)C (stereo not drawn)	i	-2	1	1	1.7	2	-4	-0.5	-4
COc1ccc(OC)c(NC(=O)c2sc3nc(Cc4ccccc4)cc(C(F)(F)F)c3c2N)c1	i	-4	-3	2	-1.0	8	-85	-0.5	-17
COc1ccc(N(C(=O)c2ccccc2OC(C)=O)C(C)C2CC2)cc1 (stereo not drawn)	i	-7	-2	-5	0.5	1	0	-0.1	-1
CC(C)c1ccc(NC(=O)c2ccccc2NC(=O)C2CC=CCC2C(=O)O)cc1 (stereo not drawn)	i	-10	-2	2	1.9	-7	-1	-0.4	-10
COc1ccc(NC(=O)c2cc(S(=O)(=O)N3CCOCC3)ccc2C)cc1S(=O)(=O)N1CCOCC1	i	5	1	-1	-0.3	-4	-5	-0.2	-5
CCCC(NC(=O)C(C)Sc1nnnn1C1CC1)c1ccccc1 (stereo not drawn)	i	6	-7	4	-0.8	2	0	-0.5	-13
CC1(C)CC(NS(=O)(=O)c2cccc3ccccc23)CC(C)(C)N1	i	7	-2	0	-0.1	-3	-7	-0.4	-5

Some of these compounds in order of their number in bovine MsrA act, rising.
Structure	Neddylation inh	E coli Lon inh	bovine MsrA act	Rin1-Abl PPI inh	MsrA inh	CSN inh	TbMetRS inhib	PABP1 MLLE inh
COc1ccc(C(=O)NCC(=O)N/N=C/C(C)=C/c2ccco2)cc1OC	i	-8	-13	-4	6.6*	-15	-0.8	-9
CCCC(NC(=O)C(C)Sc1nnnn1C1CC1)c1ccccc1 (stereo not drawn)	i	6	-7	4	-0.8	2	-0.5	-13
COc1ccc(OC)c(NC(=O)c2sc3nc(Cc4ccccc4)cc(C(F)(F)F)c3c2N)c1	i	-4	-3	2	-1.0	8	-0.5	-17
COc1ccc(N(C(=O)c2ccccc2OC(C)=O)C(C)C2CC2)cc1 (stereo not drawn)	i	-7	-2	-5	0.5	1	-0.1	-1
COc1ccc(NC(=O)c2cc(S(=O)(=O)N3CCOCC3)ccc2C)cc1S(=O)(=O)N1CCOCC1	i	5	1	-1	-0.3	-4	-0.2	-5
